# Compound activity: PubChem BioAssay, several laboratories
# MrgX1 PAM: human MrgX1 positive allosteric modulation, primary screen. Q96LB2. MrgX1-HEK293, Fluo-4 calcium flux, FDSS; hits give high values. B-score at 10 µM. hit rate 0.63% among 310,000. AID 588675;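 active means plate-corrected calcium response at least 3 library SD above typical, normal starting fluorescence, not activating the receptor alone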;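 further: compound read alongside a low EC10 to EC30 dose of BAM8-22 agonist; peak minus trough fluorescence over baseline measured at the second addition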
# Target sequence (Q96LB2 whole entry, looked up): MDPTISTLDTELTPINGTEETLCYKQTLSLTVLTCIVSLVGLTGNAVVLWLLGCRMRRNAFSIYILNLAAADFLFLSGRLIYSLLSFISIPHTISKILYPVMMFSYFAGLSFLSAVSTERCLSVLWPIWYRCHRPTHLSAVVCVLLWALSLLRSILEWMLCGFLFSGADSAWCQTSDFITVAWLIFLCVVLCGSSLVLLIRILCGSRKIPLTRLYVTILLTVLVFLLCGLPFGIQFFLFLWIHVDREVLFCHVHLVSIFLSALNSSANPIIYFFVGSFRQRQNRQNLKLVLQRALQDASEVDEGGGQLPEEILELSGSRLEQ
# TRPC4 block: inhibitors of mouse TRPC4 channel. HEK293 TRPC4beta/mu-opioid, DAMGO-evoked Fluo4 calcium flux; hits give low values. B-score at 10 µM. AID 2247. Q9QUQ5. hit rate 0.39% among 300,000;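 active means B-score over 3 SD under the library average, no early fluorescence shift, positive overall ratio signal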
#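 Assay system: TRPC4beta/mu-opioid receptor HEK293 cell line; compound dosing: single concentration per test compound; detection: Fluo4 Ca2+ flux fluorescence; evaluation: per-well B score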
# HIF act: HIF pathway transcriptional activation; U2OS HRE-luciferase reporter, luminescence; normalized: DMSO 0%, desferrioxamine 100%; hit rate 0.32% among 300,000; activation, % at 7.5 µM (by protocol); AID 1910;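 active means mean activation of at least 10% of the iron chelator positive control signal, with at least half of replicates also reaching 10%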
# MrgX1 agonist: agonists of human MrgX1 receptor; Q96LB2; MrgX1-HEK293 cells, Fluo-4 calcium fluorescence, agonist mode; hits give high values; B-score at 10 µM; hit rate 0.44% among 310,000;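 active means calcium response B-score plate-corrected fluorescence ratio at least 3 library SD, with starting fluorescence B-score inside 5 SD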
#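 Test system: Stable human MrgX1 HEK293 cell line | Schedule: Overnight plating before 1 h dye loading | Read-out basis: Baseline-normalised fluorescence change ratio, B-scored | Detection: Kinetic calcium dye fluorescence, Fluo-4 NW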
# TRPC6 inh: inhibitors of mouse TRPC6 channel. hit rate 1.1% among 310,000. Q61143. HEK293-TRPC6, membrane potential dye, ACh-evoked depolarization; hits give low values. B-score at 10 µM. AID 2553;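 active means B-score under library mean minus 3 SD, initial fluorescence not abnormally high, positive integrated signal ratio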;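 further: B-score derived from integrated fluorescence ratio over the kinetic read; more negative B-score means stronger inhibition of depolarization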
# MrgX1 antagonist: blocks BAM8-22 activation of human MrgX1 receptor. MRGX1-HEK293 calcium flux, Fluo-4, BAM8-22 antagonism; hits give low values. B-score at 10 µM. hit rate 1.3% among 310,000. AID 588676;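 active means calcium-response B-score plate-corrected more than 3 library SD below zero, starting fluorescence within 5 deviations, no agonist response on first addition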;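 further: peak minus trough fluorescence over baseline after final BAM8-22 challenge near maximal dose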
# TRPC4 PAM: allosterically enhances the mouse TRPC4 cation channel; Q9QUQ5; HEK293 TRPC4beta/mu-opioid, DAMGO EC20, Fluo-4 Ca2+ flux; hits give high values; B-score at 10 µM; hit rate 0.42% among 310,000;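 active means B-score of calcium response area above 5 SD of library B-scores, with initial fluorescence ratio within 5 SD of library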;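 further: B-score of integrated fluorescence ratio over time as area under calcium response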
# TRPC4 act: opens the mouse TRPC4 cation channel; HEK293 TRPC4beta/mu-opioid, Fluo4 calcium fluorescence; hits give high values; B-score at 10 µM; hit rate 0.49% among 310,000;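 active means B-score above 5 SD of library B-scores, and initial fluorescence ratio not above library mean plus 5 SD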;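 further: positive B-score marks a calcium rise read as TRPC4 activation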
#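 system = HEK293 cells stably co-expressing mouse TRPC4beta and mu-opioid receptor | schedule = Fluo4 dye loading 45 min at room temperature, 110 s recording | measure = B-scored integrated calcium fluorescence ratio | signal = Fluo4 calcium-sensitive dye fluorescence, kinetic, 1 Hz baseline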
# PolyA inhibitor: yeast polyadenylation inhibition; S. cerevisiae SKY197-pL101 polyadenylation reporter, beta-gal luminescence; efflux-impaired pdr1/pdr3 knockout yeast; score 100 = 6 SD above DMSO; calls only at 12 µM; hit rate 0.02% among 300,000;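 active means lowest replicate activity score at least 50, where 100 means six control SD above control mean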;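 further: yeast exposed to compound for 9 h at 30 °C; higher score means more reporter readthrough which indicates perturbed polyadenylation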
# TRPC6 act: mouse TRPC6 channel activation; Q61143; HEK293-TRPC6 membrane potential dye fluorescence; hits give high values; B-score at 10 µM; hit rate 0.13% among 310,000;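 active means B-score of the integrated fluorescence ratio above library mean plus 3 SD, and starting fluorescence ratio within library mean plus 5 SD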;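 further: higher score means more depolarization so channel activation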
# AI-2 QS modul: modulates the Vibrio harveyi AI-2 quorum sensing system. Vibrio harveyi JMH597 AI-2 luminescence/OD600 ratio, 9 h; hits give low values; strain lacks LuxN and CqsS sensors; 0 = neutral-control median. activity change, % at 7.5 µM. hit rate 0.4% among 300,000; in the data active means activity change below about -75%, passing the limit was not always enough;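 further: luminescence divided by OD600 gain over 9 h not by final OD600 alone; inactives centre near 13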
# An asterisk follows results filed as active; i = inactive; · = not tested or not shown.
structure	TRPC6 act	MrgX1 antagonist	MrgX1 agonist	TRPC4 PAM	TRPC4 block	TRPC4 act	PolyA inhibitor	TRPC6 inh	HIF act	MrgX1 PAM	AI-2 QS modul
COc1ccccc1CNC(=O)[C@H](CCSC)NC(=O)[C@@H]1Cc2ccccc2CN1	i	i	i	i	i	i	i	i	0.0	i	13
O=C1/C(=C/c2ccccn2)COc2ccccc21	i	i	i	i	i	i	i	i	-0.8	6.7*	2
Clc1ccc(-c2nnc(Sc3nc4ccccc4o3)c3ccccc23)cc1	i	i	i	i	i	i	i	i	-0.4	i	43
O=C1CN(CC(=O)N2CCOCC2)c2ccccc2O1	i	i	i	i	i	i	i	i	-0.3	i	39
Cc1cccc(NC(=O)Nc2ccc(OCc3ccccc3)cc2)n1	i	i	i	i	i	i	i	i	-1.1	i	11
O=C(CCSCc1ccccc1Cl)NCc1cccs1	i	i	i	i	i	i	i	i	-0.7	i	-3
Cc1nn(C)c(C)c1CCC(=O)N1CCCC(Nc2ccc(C(C)C)cc2)C1 (configuration not stated)	i	i	i	i	i	i	i	i	-0.7	i	33
Oc1ccc(-c2nc3ccccc3s2)cc1	i	i	i	i	i	i	i	i	0.8	i	15
CCC(=O)N1CCC(c2ccc(OC)cc2)=N1	i	i	i	i	i	i	i	i	0.8	i	5
O=C(CC(c1ccccc1)c1ccccc1O)NCc1ccccc1Cl (configuration not stated)	i	i	i	i	i	i	i	i	-0.7	i	23
N#Cc1c(-c2ccncc2)cc(-c2ccc(F)cc2)nc1N	i	i	i	i	i	i	i	i	0.0	i	7
CCn1c(NCc2cccc(OC)c2OC)nc2ccccc21	i	i	i	i	i	i	i	i	1.6	i	23
CC1(C(=O)NC(=S)N(CCC#N)c2ccccc2)CC1(Cl)Cl (configuration not stated)	i	i	i	i	i	i	i	i	-0.7	i	8
CC(=O)C1=C(C)Nc2ncnn2C1c1ccc(Br)cc1 (configuration not stated)	i	i	i	i	i	i	i	i	0.3	i	13
COc1ccc(CN2CCSCC2)c(C)c1C	i	i	i	i	i	i	i	i	-2.2	i	31
COc1cc(NC(=O)CCNC(=O)Cn2ccc3ccccc3c2=O)cc(OC)c1OC	i	i	i	i	i	i	i	i	-0.2	i	27
Cc1ccccc1OCc1nnc(SCC(=O)Nc2ccc3nc(SCC(=O)NC(C)(C)C)sc3c2)n1C	i	i	i	i	i	i	i	i	-0.3	i	15
Cc1nc(C(=O)N2CCCC(N3CCN(c4ccccc4C)CC3)C2)cs1 (configuration not stated)	i	i	i	i	i	i	i	i	0.8	i	25
Cc1cc(C(=O)N2CCN(S(C)(=O)=O)CC2)sc1-c1ccccc1	i	i	i	i	i	i	i	i	0.3	i	21
COc1cc(C(=O)NCCNC(=O)c2cnccn2)cc(OC)c1OC	i	i	i	i	i	i	i	i	0.0	i	27
Clc1ccccc1-c1nnc2sc(CCc3ccccc3)nn12	i	i	i	i	i	i	i	i	-0.2	i	20
c1ccc(CCC2CCCCN2Cc2nc(-c3ccc4c(c3)OCO4)no2)nc1 (configuration not stated)	i	i	i	i	i	i	i	i	0.7	i	21
CC(OC(=O)c1ncc(Cl)c(Cl)c1Cl)C(=O)NC1CCCCC1C (configuration not stated)	i	i	i	i	i	i	i	i	-1.4	i	1
COc1cc(C)c(Cl)c(C)c1S(=O)(=O)NC1CC(C)(C)NC(C)(C)C1	i	i	i	i	i	i	i	i	1.4	i	24
CCCn1c(=O)c2c(nc(Br)n2CCC)n(C)c1=O	i	i	i	i	i	i	i	i	0.1	i	12
O=C(CN1CCOCC1)Nc1ccc(S(=O)(=O)NC2CCCCC2)cc1	i	i	i	i	i	i	i	i	-0.5	i	21
O=C(OC(C(=O)Nc1ccc(Cl)cc1C(F)(F)F)c1ccccc1)C1=COCCO1 (configuration not stated)	i	i	i	i	i	i	i	i	0.0	i	20
Cc1c(CNCc2cccs2)c(C(=O)O)c(C)n1Cc1ccccc1	i	i	i	i	i	i	i	i	-2.0	i	20
CCOC(=O)CSc1nc2ccccc2n2c(C)nnc12	i	i	i	i	i	i	i	i	1.0	i	41
O=C(/C=C/c1c(F)cccc1Cl)Nc1ccncc1	i	i	i	i	i	i	i	i	2.7	i	12

# New compounds follow
structure	TRPC6 act	MrgX1 antagonist	MrgX1 agonist	TRPC4 PAM	TRPC4 block	TRPC4 act	PolyA inhibitor	TRPC6 inh	HIF act	MrgX1 PAM	AI-2 QS modul
CCN1CCC2(CC1)N=C(c1ccc(F)cc1)C(=S)N2	i	i	i	i	i	i	i	i	-0.4	i	9
O=C(CSCCO)Nc1cccc([N+](=O)[O-])c1	i	i	i	i	i	i	·	i	0.0	i	-4
Nc1nc(-c2ccc(Cl)cc2)nn1C(=O)c1cccnc1	i	i	i	i	i	i	i	i	0.4	i	9
O=C(COc1ccccc1)NCC(c1ccco1)N1CCN(c2ccccc2F)CC1 (configuration not stated)	i	i	i	i	i	i	i	-5.9*	2.0	i	5
Cc1ccc(C(=O)N2CCN(C34CC5CC(CC(C5)C3)C4)CC2)o1	i	i	i	i	i	i	i	i	-0.2	i	4
Cn1c(=O)c(-c2ccccc2)c(O)c2ccccc21	i	i	i	i	i	i	i	i	0.6	i	32
CCc1nnc(NS(=O)(=O)c2ccc(NCc3cc(Cl)ccc3O)cc2)s1	i	i	i	i	i	i	·	i	-0.2	i	45
CC1CCCCN1S(=O)(=O)c1cccc(S(=O)(=O)N2CCOCC2)c1 (configuration not stated)	i	i	i	i	i	i	i	i	-0.1	i	6
Cc1ccc(Cl)cc1NC(=O)CC1NC2CCCCC2NC1=O (configuration not stated)	i	i	i	i	i	i	i	i	0.0	i	22
COc1cccc(CCNC(=O)c2ccc(C#N)cc2)c1	i	i	i	i	i	i	i	i	0.3	i	5
O=C(Nc1ccc(OCc2ccccc2)cc1)c1cccs1	i	i	i	i	i	i	i	i	4.3	i	23
CC1(C)CC(=O)C(C=NCCN2CCN(C3CC(=O)N(c4cccc(Br)c4)C3=O)CC2)=C(O)C1 (configuration not stated)	i	i	i	29*	i	i	i	i	0.3	i	11
Fc1cccc(CSc2nc3ncc(Cl)cc3[nH]2)c1	i	i	i	i	i	i	i	i	0.3	i	28
COc1ccccc1-n1cnc2cc(NS(=O)(=O)c3ccccc3)ccc21	i	i	i	i	i	i	i	i	1.4	i	18
Cc1ccc(Oc2ccc(S(=O)(=O)N3CCOCC3)cc2C(N)=O)c(-n2nc3ccccc3n2)c1	i	i	i	i	i	i	i	i	1.7	i	8
CCOC(=O)CC(=O)Nc1cc(Cl)ccc1O	·	i	i	·	·	·	i	·	-0.2	i	2
CSc1nc(SCC(N)=O)c2c3c(sc2n1)CN(C)CC3	i	i	i	i	i	i	i	-11*	-0.1	i	7
O=C(Cn1cnc2c(nnn2Cc2ccc(Cl)cc2)c1=O)OCc1ccccc1	i	i	i	i	i	i	i	i	-0.4	i	17
CC1CCN(C(=O)CN(Cc2ccccc2)S(C)(=O)=O)CC1	i	i	i	i	i	i	i	i	0.9	i	-3
COc1ccc(C)cc1NC(=O)c1nn(C)c(C(=O)Nc2cc(C)ccc2OC)c1[N+](=O)[O-]	i	i	i	i	i	i	i	i	0.1	i	2
CC(C)=CCSc1nnc([C@@H](NC(=O)OC(C)(C)C)C(C)C)o1	i	i	i	i	i	i	i	i	0.2	i	15
COc1ccc2cc(C(=O)OC(C)C)sc(=O)c2c1OC	i	i	i	i	i	i	i	i	0.7	i	34
COc1ccc(N(CC(=O)N2CCN(Cc3ccccc3)CC2)S(C)(=O)=O)cc1	i	i	i	i	i	i	i	i	-20	i	8
NS(=O)(=O)c1ccc2nc(NC(=O)Nc3ccc(F)cc3)sc2c1	i	i	i	i	i	i	i	i	1.9	i	1
CCC1(CC)Nc2ccccc2C(=O)N1c1ccc(OC)cc1	i	i	i	i	i	i	i	i	1.0	i	-41
CCn1c(O)c(C2=NCCCC2)c2ccccc21	i	i	i	i	i	i	i	i	0.0	i	20
Cc1ccc(C(C(=O)NC2CCCC2)N2CCc3ccccc32)cc1 (configuration not stated)	i	i	i	i	i	i	i	i	-0.1	i	2
c1ccc(NC(c2ccccc2)c2ccncc2)cc1 (configuration not stated)	i	i	i	i	i	i	i	i	0.2	i	1
CCCc1[nH]n(-c2nc3ccccc3s2)c(=O)c1C=NCC(C)C	i	i	29*	i	i	i	i	i	0.1	i	16
CN1CCCN(S(=O)(=O)c2ccc(O)c(C(=O)O)c2)CC1	i	i	i	i	i	i	i	i	0.1	i	11

# Next part:
structure	TRPC6 act	MrgX1 antagonist	MrgX1 agonist	TRPC4 PAM	TRPC4 block	TRPC4 act	PolyA inhibitor	TRPC6 inh	HIF act	MrgX1 PAM	AI-2 QS modul
COc1cc(-c2nnc(SCC(=O)OC3CCCCC3)o2)cc(OC)c1OC	i	i	i	i	i	i	i	i	0.1	i	0
COc1cc2c(cc1Cl)/C(=C\CCN(C)C)c1ccccc1S2	i	i	i	i	i	i	i	i	0.4	i	18
COc1ccc(CNC(=O)c2c([S-])n(-c3ccc(C)cc3)c3cccc[n+]23)cc1	i	i	i	i	i	i	i	i	-0.1	i	29
CCC(C(=O)NCc1ccc(C)o1)n1nc(C)c2c(C)n(-c3ccccc3)nc2c1=O (configuration not stated)	i	i	i	i	i	i	i	i	0.1	i	18
O=c1cc(-c2ccccc2)c2cc(Cl)ccc2[nH]1	i	i	i	i	i	i	i	i	-0.5	i	18
N#Cc1c(NC(=O)CSc2ncccn2)oc(-c2ccccc2)c1-c1ccccc1	i	i	i	i	i	i	i	i	-0.5	i	32
Cc1onc(-c2c(F)cccc2Cl)c1C(=O)NC(C)c1ccccc1 (configuration not stated)	i	i	i	i	i	i	·	i	-26	i	24
O=C1C(Cl)=C(N2CCCCC2)C(=O)C(Cl)=C1c1cnc(N2CCCCC2)s1	i	·	·	i	i	i	i	i	-0.3	·	23

# For reference, part of the list above:
structure	TRPC6 act	MrgX1 antagonist	MrgX1 agonist	TRPC4 PAM	TRPC4 block	TRPC4 act	PolyA inhibitor	TRPC6 inh	HIF act	MrgX1 PAM	AI-2 QS modul
COc1ccccc1CNC(=O)[C@H](CCSC)NC(=O)[C@@H]1Cc2ccccc2CN1	i	i	i	i	i	i	i	i	0.0	i	13
O=C1/C(=C/c2ccccn2)COc2ccccc21	i	i	i	i	i	i	i	i	-0.8	6.7*	2

# This is a subset. The share of hits here may be higher or lower than overall.
